High-throughput results: PubChem BioAssay, NMMLSC
RGS4-Gao reg = human RGS4-Galphao interaction regulation | P09471 | Multiplexed bead flow cytometry, RGS4-Galphao binding; actives lie on both sides | binding response (% of control), % at 10 µM | 220,000 compounds, 0.33% hits | AID 1415; in the data active = binding response below about 49% or above about 150%; inactive = in between;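 note: fluorescent Galphao activated with aluminum fluoride binding bead-coupled RGS4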
ABCG2 block = inhibitors of human ABCG2 transporter, ABCB1 counter-screen; IgMXP3 cells, JC-1 efflux, flow cytometry; Q9UNQ0; inhibition, % at 6.6 µM; 190,000 compounds, 0.1% hits;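 active = inhibition above 80%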;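 note: 0% = DMSO and 100% = nicardipine control wells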
Target sequence (Q9UNQ0 whole entry, looked up): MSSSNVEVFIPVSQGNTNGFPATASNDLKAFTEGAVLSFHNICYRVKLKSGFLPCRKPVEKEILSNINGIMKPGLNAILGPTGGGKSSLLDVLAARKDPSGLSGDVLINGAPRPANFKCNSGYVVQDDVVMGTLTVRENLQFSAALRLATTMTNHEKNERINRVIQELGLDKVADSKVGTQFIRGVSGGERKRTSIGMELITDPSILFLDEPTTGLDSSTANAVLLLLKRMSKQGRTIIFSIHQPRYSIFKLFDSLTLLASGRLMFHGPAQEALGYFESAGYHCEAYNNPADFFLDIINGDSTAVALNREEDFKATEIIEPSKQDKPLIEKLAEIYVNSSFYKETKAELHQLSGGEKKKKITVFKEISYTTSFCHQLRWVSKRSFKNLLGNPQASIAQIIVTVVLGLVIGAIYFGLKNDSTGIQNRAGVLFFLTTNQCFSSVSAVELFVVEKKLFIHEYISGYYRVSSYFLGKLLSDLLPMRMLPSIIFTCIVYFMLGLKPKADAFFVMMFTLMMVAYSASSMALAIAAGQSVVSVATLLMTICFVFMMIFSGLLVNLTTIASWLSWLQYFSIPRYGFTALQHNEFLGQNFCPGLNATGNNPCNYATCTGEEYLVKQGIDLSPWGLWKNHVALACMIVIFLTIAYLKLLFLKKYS
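Times: 10 min at 25 °C | Test system: Two drug-resistant human cell lines, ABCG2 and ABCB1 | Quantity: 3 million cells/mL final, two lines in 1:1 ratio | Signal: Flow cytometry, 530 nm JC-1 signal | Dosing: Compound at 6.6 µM | Controls: Nicardipine and DMSO wells | Reagent: JC-1 as fluorescent efflux pump substrate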
ABCB1 inh = human ABCB1 inhibition, ABCG2 as counter-screen. CCRF-Adr cells, JC-1 efflux, flow cytometry. inhibition, % at 6.6 µM. 190,000 compounds, 0.067% hits; in the data active = inhibition above about 40%;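 note: 0% = vehicle and 100% = reference inhibitor; higher value means more JC-1 retained so stronger ABCB1 efflux block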
Bim-Bcl-XL = human Bim-Bcl-XL interaction inhibition | AID 1007 | Bim peptide-Bcl-XL binding, bead flow cytometry, fluorescence | inhibition, % at 10 µM | 190,000 compounds, 0.04% hits
GSH bead fluor = compound fluoresces at 488/530 nm on GSH beads. GSH beads flow cytometry, compound fluorescence 488/530 nm; active compounds read high. fluorescence (KMESF) at 10 µM. 190,000 compounds, 0.25% hits. AID 1776; in the data active = fluorescence above about 89;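 note: glutathione beads carrying GST-tagged Bcl family fusion proteins plus one bare bead set; values are compound well signal with DMSO vehicle wells as background; inactives centre near 16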
Bim-Bfl-1 = inhibitors of Bim-Bfl-1 interaction, human. Bead-based flow cytometry, Bim-Bfl-1 binding inhibition. inhibition, % at 10 µM. 190,000 compounds, 0.12% hits. AID 1008;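 note: 0% = wells without compound plus tracer and 100% = blocker peptide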
Bim-Bcl-W = inhibitors of Bim-Bcl-W interaction, human | Q92843 | 190,000 compounds, 0.02% hits | bead-based flow cytometry, Bim peptide-Bcl-W binding | AID 952 | inhibition, % at 10 µM;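 note: 0% = bound tracer without compound and 100% = peptide blocker; higher means less fluorescent Bim peptide bound to Bcl-W beads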
Target sequence (Q92843 whole entry, looked up): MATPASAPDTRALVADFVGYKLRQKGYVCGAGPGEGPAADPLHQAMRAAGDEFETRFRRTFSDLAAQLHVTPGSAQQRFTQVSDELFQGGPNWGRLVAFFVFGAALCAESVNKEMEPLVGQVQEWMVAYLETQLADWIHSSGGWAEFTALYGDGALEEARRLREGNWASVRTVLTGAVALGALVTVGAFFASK
Bcl-2 Bim block = human Bim-Bcl-2 interaction inhibition | AID 950 | Bead-based flow cytometry, Bim peptide-Bcl-2 binding | 190,000 compounds, 0.06% hits | inhibition, % at 10 µM | P10415; in the data active = inhibition above about 40%; inconclusive = no clear call, values can overlap the other calls;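 note: 0% = no compound wells with probe peptide and 100% = reference peptide inhibitor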
Avidin bead fluor = avidin bead compound fluorescence profile; fluorescence (KMESF) at 10 µM; 220,000 compounds, 0.38% hits; Avidin beads, compound fluorescence 488/530 nm, flow cytometry; active compounds read high; in the data active = fluorescence above about 47; note: inactives centre near 10
Bim-Bcl-B = human Bim-Bcl-B interaction inhibition | inhibition, % at 10 µM | AID 951 | bead-based flow cytometry, Bim peptide-Bcl-B binding | Q9HD36 | 190,000 compounds, 0.073% hits;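 note: 0% = tracer peptide without compound and 100% = reference inhibitor peptide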
Target sequence (Q9HD36 whole entry, looked up): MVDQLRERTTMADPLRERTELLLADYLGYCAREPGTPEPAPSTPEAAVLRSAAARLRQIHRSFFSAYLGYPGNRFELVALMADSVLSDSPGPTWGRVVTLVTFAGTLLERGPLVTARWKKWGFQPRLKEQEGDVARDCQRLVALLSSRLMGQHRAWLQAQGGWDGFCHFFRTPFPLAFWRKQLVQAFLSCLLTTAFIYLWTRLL
RGS7-Gao reg = modulates binding of RGS7 to human Galphao; P09471; Multiplexed bead flow cytometry; actives lie on both sides; binding response (% of control), % at 10 µM; 220,000 compounds, 0.35% hits; AID 1439; in the data active = binding response below about 49% or above about 150%; inconclusive = no clear call, values can overlap the other calls; inactive = in between;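 note: fluorescent Galphao held in activated GDP-AlF4 state binding bead-coupled RGS7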
* hit, by the source's call; u = inconclusive; x = not tested or not shown. Cut-off read from the data, not from the text of the source, unless noted: active = inhibition above about 40%.

SMILES | RGS4-Gao reg | ABCG2 block | ABCB1 inh | Bim-Bcl-XL | GSH bead fluor | Bim-Bfl-1 | Bim-Bcl-W | Bcl-2 Bim block | Avidin bead fluor | Bim-Bcl-B | RGS7-Gao reg
N#CCc1ccc(Oc2ncc(C(F)(F)F)cc2Cl)cc1 | 106 | 4 | 0.9 | -1 | 15 | -2 | -2 | -4 | 14 | -1 | u
Cc1nc2ccccc2nc1OCC(=O)NCC(F)(F)F | 84 | 5 | 0.6 | -2 | 7 | 1 | 0 | 1 | 8 | -2 | 100
CCOC(=O)Cn1cc(C(=O)C2CC2)c2ccccc21 | 101 | 6 | 0.1 | -1 | 32 | 4 | -1 | 0 | 8 | 0 | 96
O=C(CC1CCCCC1)N1CCN(c2ccccn2)CC1 | 98 | 2 | 0.5 | -1 | 12 | 1 | 0 | 0 | 25 | 0 | 100
Cc1ccccc1OCC(=O)N/N=C/c1cc2ccccc2nc1Cl | 106 | -1 | 0.0 | -1 | 76 | -6 | -3 | -2 | 12 | -1 | 106
CCOC(=O)C1=C(C)N=C(SC)N(C)C1c1ccccc1 (stereo unspecified) | 103 | 0 | -0.1 | 0 | 20 | 1 | -1 | 0 | 11 | 0 | 103
COC(=O)c1nn(-c2cccc(C)c2)c2nnc(Cc3ccccc3)c(=O)n12 | 114 | 7 | 1.3 | 5 | 7 | 0 | 0 | 5 | 4 | 3 | 108
Cc1ccc(C2C(C#N)=C(N)N(N(C)C)C3=C2C(=O)CCC3)cc1 (stereo unspecified) | 85 | 3 | 0.3 | -5 | 8 | 0 | -1 | 4 | 11 | -3 | 83
COc1ccc(CCNC(=O)CN(c2ccc(OC)c(OC)c2)S(C)(=O)=O)cc1 | 99 | 0 | -0.1 | -4 | 5 | -4 | -2 | -5 | 8 | -5 | 99
NS(=O)(=O)c1ccc(CCNC(=O)c2ccc3nc4ccc(Cl)cc4c(=O)n3c2)cc1 | 103 | -2 | -1.1 | 0 | 10 | -5 | -1 | -1 | 25 | -3 | 103
Cn1nnc(NC(=O)c2ccccc2F)n1 | 99 | -2 | -0.5 | 0 | 18 | 2 | 0 | 0 | 9 | 3 | 101
Cc1noc(C)c1C(=O)Nc1cccnc1 | 95 | -1 | -0.1 | -2 | 22 | -2 | -1 | 0 | 13 | -3 | 96
CCOC(=O)c1cc(-c2ccccc2)sc1NC(=O)COC(=O)c1ccc(Cl)c(S(N)(=O)=O)c1 | 99 | -3 | -0.8 | 0 | 9 | -2 | -1 | -2 | 9 | -1 | 99
CC(=O)CCc1c(C)c2cc(C)ccc2[nH]c1=O | 101 | 5 | 1.3 | -4 | 16 | -13 | 0 | -5 | 4 | -4 | 101
O=C(COC(=O)c1ccccc1O)Nc1ccc(OC(F)F)cc1 | 103 | 3 | -0.2 | -5 | 30 | -7 | -2 | -11 | 15 | -8 | 99
COc1ccc(CCn2c(=O)[nH]c3cc(C(=O)NCCc4ccccc4)ccc3c2=O)cc1OC | 113 | 3 | 0.7 | -11 | 48 | -14 | -2 | -10 | 12 | -5 | 91
COc1ccc(/C=C/C(=O)Nc2cc(S(=O)(=O)N3CCOCC3)ccc2N2CCCC2)cc1OC | 101 | 1 | 2.4 | 0 | 13 | -4 | -1 | 0 | 11 | -3 | u
CCCc1cc(=O)oc2cc(OCc3nn[nH]n3)ccc12 | 104 | 1 | 0.1 | -4 | 25 | -12 | 0 | 0 | 7 | -4 | 108
NS(=O)(=O)c1ccc(NC(=O)CN2CCN(Cc3ccccc3)CC2)cc1 | 98 | 34 | 0.5 | -2 | 19 | -16 | -1 | -11 | 27 | -7 | 96
COc1ccc(CC(=O)N2CCCc3ccccc32)cc1 | 93 | 5 | 0.3 | -2 | 29 | -3 | -3 | -2 | 9 | 0 | 92

An excerpt from above in order of length of the SMILES, ascending.
SMILES | RGS4-Gao reg | ABCG2 block | ABCB1 inh | Bim-Bcl-XL | GSH bead fluor | Bim-Bfl-1 | Bim-Bcl-W | Bcl-2 Bim block | Avidin bead fluor | Bim-Bcl-B | RGS7-Gao reg
Cn1nnc(NC(=O)c2ccccc2F)n1 | 99 | -2 | -0.5 | 0 | 18 | 2 | 0 | 0 | 9 | 3 | 101
CC(=O)CCc1c(C)c2cc(C)ccc2[nH]c1=O | 101 | 5 | 1.3 | -4 | 16 | -13 | 0 | -5 | 4 | -4 | 101
CCCc1cc(=O)oc2cc(OCc3nn[nH]n3)ccc12 | 104 | 1 | 0.1 | -4 | 25 | -12 | 0 | 0 | 7 | -4 | 108
NS(=O)(=O)c1ccc(NC(=O)CN2CCN(Cc3ccccc3)CC2)cc1 | 98 | 34 | 0.5 | -2 | 19 | -16 | -1 | -11 | 27 | -7 | 96
NS(=O)(=O)c1ccc(CCNC(=O)c2ccc3nc4ccc(Cl)cc4c(=O)n3c2)cc1 | 103 | -2 | -1.1 | 0 | 10 | -5 | -1 | -1 | 25 | -3 | 103
COc1ccc(CCn2c(=O)[nH]c3cc(C(=O)NCCc4ccccc4)ccc3c2=O)cc1OC | 113 | 3 | 0.7 | -11 | 48 | -14 | -2 | -10 | 12 | -5 | 91
COc1ccc(/C=C/C(=O)Nc2cc(S(=O)(=O)N3CCOCC3)ccc2N2CCCC2)cc1OC | 101 | 1 | 2.4 | 0 | 13 | -4 | -1 | 0 | 11 | -3 | u
CCOC(=O)c1cc(-c2ccccc2)sc1NC(=O)COC(=O)c1ccc(Cl)c(S(N)(=O)=O)c1 | 99 | -3 | -0.8 | 0 | 9 | -2 | -1 | -2 | 9 | -1 | 99

Continued:
SMILES | RGS4-Gao reg | ABCG2 block | ABCB1 inh | Bim-Bcl-XL | GSH bead fluor | Bim-Bfl-1 | Bim-Bcl-W | Bcl-2 Bim block | Avidin bead fluor | Bim-Bcl-B | RGS7-Gao reg
CC(NC(=O)CCNS(=O)(=O)c1ccc2c(c1)c(=O)n(C)c(=O)n2C)c1ccccc1 (stereo unspecified) | 107 | 4 | 1.3 | 4 | 25 | 0 | 4 | 0 | 7 | 2 | 101
CCn1c(CC(C)C)n[nH]c1=S | 97 | 0 | -0.2 | -3 | 15 | -1 | -1 | -3 | 8 | -10 | 91
O=C(N/N=C/C(Cl)=C/c1ccccc1)c1ccncc1 | 87 | 2 | 0.0 | -5 | 20 | -10 | -2 | -2 | 7 | -4 | 89
CCOC(=O)CSc1nc2cc(C(=O)NCc3ccco3)ccc2c(=O)n1-c1ccc(F)cc1 | 98 | 0 | -0.1 | 0 | 30 | -7 | -1 | -5 | 11 | -7 | 96
O=C(Nc1cccc(C(F)(F)F)c1)C(Sc1ncnc2ccccc12)c1ccccc1 (stereo unspecified) | 91 | 7 | -0.1 | -8 | 15 | -10 | -8 | -6 | 5 | -8 | 82
Cc1ccc(S(=O)(=O)c2nc(NCCN(C)C)sc2Cl)cc1 | 102 | 1 | 0.4 | 0 | 4 | -4 | -2 | 4 | 17 | -1 | 99
O=C(CN1CCN(Cc2ccc(Cl)cc2)CC1)N/N=C/c1c[nH]c2ccccc12 | 97 | 5 | 0.5 | -4 | 8 | 0 | -3 | 0 | 2 | -4 | 96
CCOC(=O)C1C(=O)C=C(/C=C/c2ccccc2)CC1c1ccc(Cl)cc1 (stereo unspecified) | 95 | 3 | 0.4 | -1 | 19 | 0 | 0 | 0 | 9 | -2 | 92
Cc1occc1-c1nnc(SCC(=O)NCCc2ccccc2)o1 | 114 | 2 | 0.1 | -1 | 64 | 0 | 0 | 0 | x | 0 | 107
Cc1ccc(C(=O)NCCCC(=O)O)o1 | 102 | 0 | 0.1 | 0 | 16 | -3 | 1 | -4 | 13 | 0 | 102
COc1ccc(NC(=O)N(Cc2cc3cc(OC)c(OC)cc3[nH]c2=O)CC2CCCO2)cc1 (stereo unspecified) | 101 | 1 | 0.1 | -1 | 12 | -4 | -2 | -1 | 12 | -3 | 96
CC1(C)N=C(N)N=C(N)N1c1ccccc1 | 80 | 2 | 0.4 | -1 | 21 | -2 | -1 | 2 | 11 | -4 | 96
CCCCS(=O)CC(CS(=O)CCCC)OC(=O)c1ccccc1 (stereo unspecified) | 103 | -5 | 0.0 | -2 | 26 | 10 | -7 | 1 | 23 | 3 | 102
COc1cc(C(=O)N2CCN(C/C=C/c3ccccc3)CC2)cc(OC)c1OC | 102 | 0 | 0.2 | -5 | 19 | -3 | -2 | 0 | 7 | -4 | 103
O=C(O)c1ccccc1Nc1ccccc1C(=O)O | 100 | 2 | 0.5 | 0 | 21 | 0 | 0 | 2 | 16 | 4 | 98
COc1ccc(CNC(=O)C(OC(=O)c2ccco2)c2ccc(OC)cc2)cc1 (stereo unspecified) | 101 | 13 | 1.6 | -2 | 16 | -1 | 0 | 2 | 5 | -4 | 97
COc1ccc(CC(NC(C)=O)C(=O)NC2CCN(c3ncccc3[N+](=O)[O-])CC2)cc1 (stereo unspecified) | 101 | 2 | 0.3 | -2 | 12 | -3 | 0 | -1 | 12 | -2 | u
Cc1ccoc1C(=O)NCCNc1ccc(Cl)cc1[N+](=O)[O-] | 102 | 46 | 1.1 | -5 | 6 | -2 | -3 | -4 | 15 | -6 | 99
CCOc1cccc(C2c3c(oc4cc(C)c(C)cc4c3=O)C(=O)N2CCCN(C)C)c1 (stereo unspecified) | 99 | 3 | 0.5 | -1 | 25 | -5 | 1 | -7 | 5 | -4 | 96
CCSC1=N/C(=C\c2cccnc2)C(=O)N1c1ccccc1 | 102 | 11 | 2.2 | 0 | 4 | -1 | 0 | -3 | 4 | -4 | 102
CC(C)(C)C1(O)CC(C(F)(F)F)=NN1C(=O)CCc1ccccc1 (stereo unspecified) | 101 | 0 | 0.1 | -3 | 22 | -3 | 0 | 0 | 11 | 0 | 98
Cc1ccc(C(=O)Nc2nnn(C)n2)cc1 | 97 | 0 | -0.5 | -3 | 19 | -1 | -2 | -1 | 22 | -4 | 98
CCOC(=O)Cc1csc(NC(=O)CSc2nc(C)cc(=O)[nH]2)n1 | 94 | 6 | 0.8 | -10 | 44 | -11 | -2 | -10 | 9 | -12 | 106
CC(=O)Nc1ccc(OCC(O)CN2CCN(c3ccc(Cl)cc3)CC2)cc1 (stereo unspecified) | 96 | 1 | 0.6 | -2 | 17 | -3 | 0 | 6 | 24 | -2 | 96
COc1ccccc1C1=NNC(=Nc2cccc(S(=O)(=O)N(C)C)c2)SC1 | 102 | -2 | -2.4 | -6 | 12 | 0 | -6 | -4 | 8 | -15 | 104
O=c1[nH]c(SCc2ccc(Cl)cc2)nc2[nH]ncc12 | 90 | 4 | 0.7 | -3 | 19 | -7 | 0 | -5 | 7 | -7 | 85
CCS(=O)(=O)c1nc(S(=O)(=O)c2ccc(Cl)cc2)c(NCc2ccccn2)s1 | 106 | 0 | 0.7 | -5 | 17 | -4 | 0 | -1 | 7 | -7 | 106
CCOCCCNC(=O)C(c1ccc(OC)cc1)N(Cc1cccs1)C(=O)c1ccccc1O (stereo unspecified) | 99 | 2 | 1.6 | -1 | 16 | -5 | -3 | -5 | 7 | -3 | 98
O=c1cc(N2CCN(c3ccc(F)cc3)CC2)[nH]c(=O)n1C1CCCCC1 | 111 | 4 | 0.6 | 0 | 10 | -9 | -1 | -1 | 21 | -9 | 102
CCCCNC(=O)n1c(SC)nc2ccccc21 | 103 | 3 | 1.2 | -2 | 11 | -10 | 0 | -3 | 12 | -5 | 102
